aSyn rescue = qHTS of alpha-syn Inhibitors; 370,000 compounds, 0.14% hits; Potency, µM (titrated, usually from 46.1 µM), for the others: at the highest dose growth rescue (activation), actives largely listed as activators; Yeast expressing alpha-synuclein, growth rescue, BacTiter-Glo, 24 h; further: potency means the concentration at half of the fitted maximal effect; % of control where 0% means no effect; nearly all actives have a fitted effect of over 65% in size
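Screening used galactose-induced yeast with toxic alpha-synuclein levels, exposed to compound for 24 hr at 30 deg C. Cell growth, read with BacTiter-Glo luminescence, gave the measured signal.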
Abeta rescue = qHTS for compounds that reverse cellular toxicity of Amyloid beta (A-beta) peptide in yeast: Primary Screen. yeast expressing A-beta42, growth rescue, OD600, 48 h; response scale: 0% DMSO, 100% iron-clioquinol control. Potency, µM (series often up to 46.1 µM), for the others: at the highest dose growth rescue, actives largely listed as activators. 410,000 compounds, 0.063% hits; further: potency means the concentration at half of the fitted maximal effect; nearly all actives have a fitted effect of over 55% in size
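Growth rescue measured by 600 nm absorbance after 48 h yeast culture at 30 C with compound. Values normalized between DMSO and an equimolar ferric chloride plus clioquinol control.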
D3 ag = qHTS of D3 Dopamine Receptor Agonist: qHTS; 410,000 compounds, 0.58% hits; AID 652048, 2013; D3R DiscoveRx beta-arrestin cells, luminescence, 90 min; D(3) dopamine receptor (Homo sapiens), P35462; max activation, %; in the data active means max activation above about 30%; further: 0% is about no effect; mostly tested at two doses, the higher about 12 µM
Target sequence (P35462 whole entry, looked up): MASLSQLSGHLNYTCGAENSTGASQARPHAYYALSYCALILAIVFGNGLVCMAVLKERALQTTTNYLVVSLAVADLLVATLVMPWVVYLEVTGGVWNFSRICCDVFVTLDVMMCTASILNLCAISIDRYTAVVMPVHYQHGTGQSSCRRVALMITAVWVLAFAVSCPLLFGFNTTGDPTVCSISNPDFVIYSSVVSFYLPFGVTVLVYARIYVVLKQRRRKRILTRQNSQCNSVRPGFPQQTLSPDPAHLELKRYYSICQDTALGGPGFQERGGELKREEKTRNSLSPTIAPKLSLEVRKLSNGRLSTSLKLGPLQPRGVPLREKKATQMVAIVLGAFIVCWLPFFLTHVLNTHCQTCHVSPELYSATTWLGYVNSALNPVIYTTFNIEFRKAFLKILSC
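Cells at 1500/well, incubated overnight, then treated with pinned compounds (dopamine as control) for 90 min at 37 degrees C. DiscoveRx reagent added for 30 - 60 minutes at room temperature; luminescence read.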
EPAC2 ag = qHTS for Agonist of cAMP-regulated guanine nucleotide exchange factor 4 (EPAC2): primary screen; EPAC2 activation, biochemical qHTS; response scale: 100% = 6.5 mM cAMP response; Potency, µM (top dose mostly 154 µM), without a hit: at the highest dose activation, most hits filed as activators; Rap guanine nucleotide exchange factor 4 (Homo sapiens), Q8WZA2; 360,000 compounds, 0.079% hits; AID 720711, 2013; further: potency means the concentration at half of the fitted maximal effect; nearly all actives have a fitted effect of over 50% in size
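Each well held 100 nM EPAC2, 250 nM RAP1B-BODIPY-GDP and 50 uM GDP. Fluorescence, read at 5-min intervals to 30 min, was referenced to a 6.5 mM cAMP positive control.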
D3 antag = qHTS of D3 Dopamine Receptor Antagonist: qHTS; D(3) dopamine receptor (Homo sapiens), P35462; D3R cells, DiscoveRx beta-arrestin luminescence, antagonist mode; stronger effect = lower value; max response, negative = inhibition, %; 360,000 compounds, 2.5% hits; in the data active means max response below about -50%; inconclusive means no clear call, values can overlap the other calls; further: on the % scale 0 is the no-effect control and ±100 the full control effect; mostly tested at two doses, the higher about 12 µM
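Cells expressing the human receptor were seeded at 1500 cells/well, incubated overnight at 37 degrees C in 5% CO2, then exposed to library compounds with dopamine controls for 90 minutes at 37 degrees C before luminescent detection.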
FUS yeast rescue = qHTS for Suppressors of FUS Proteinopathy: Primary screen using FUS-linked yeast assay | S. cerevisiae FUS-expressing, growth rescue, OD600, 24 h | Potency, µM (highest dose often 76.6 µM), for the others: at the highest dose growth rescue (activation), actives largely listed as activators | 390,000 compounds, 0.24% hits;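 further: potency means the concentration at half of the fitted maximal effect; plate controls were DMSO vehicle for no effect and reference control for full effect; nearly all actives have a fitted effect of over 55% in size; some results filed as inactive show a strong effect at the top dose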
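Restored growth of FUS-toxic S. cerevisiae, read as 600 nm absorbance after 24 h at 30C in galactose medium (starting OD 0.005). Controls CP55940 and DMSO.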
EPAC2 antagonist = qHTS for Antagonist of cAMP-regulated guanine nucleotide exchange factor 2 (EPAC2): primary screen | 360,000 compounds, 0.18% hits | EPAC2 GEF exchange of Rap1B-BODIPY-GDP, fluorescence | Potency, µM (series often up to 114 µM), for inactives: top-dose activity, negative = inhibition, usual class: inhibitors | AID 720708, 2013; further: potency means the concentration at half of the fitted maximal effect; on the % scale 0 is the no-effect control and ±100 the full control effect; nearly all actives have a fitted effect of over 45% in size; many of its hits are not listed in these tables
TDP43 rescue = qHTS of TDP-43 Inhibitors; TDP-43 expressing yeast growth rescue, BacTiter-Glo, 24 h; Potency, µM (series often up to 46.1 µM), for inactives: at the highest dose growth rescue (activation), hits mostly activators; 410,000 compounds, 1.8% hits; AID 652104, 2013; further: potency means the concentration at half of the fitted maximal effect; % of control where 0% means no effect; nearly all actives have a fitted effect of over 50% in size
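Readout is BacTiter-Glo luminescence of cell growth, so inhibitors register as activators. TDP-43-expressing yeast at OD600=0.02 in galactose medium, after raffinose pregrowth to mid-log, were incubated with compound for 24 hr at 30 deg C.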
Active calls of the source: *; u = inconclusive; x = not tested or not shown; [ ] = another dose, or the depositor's remark. Unless noted, the call rests on the fitted dose curve; in most records, active means well fitted curve in the direction sought with a large enough effect; inconclusive means small, poorly fitted or top-dose-only effect, or another doubt; inactive means no such curve, though single readings can be large; an effect the other way counts as inactive or inconclusive. An excerpt. The share of hits here may be higher or lower than overall.

Values run as follows: aSyn rescue | Abeta rescue | D3 ag | EPAC2 ag | D3 antag | FUS yeast rescue | EPAC2 antagonist | TDP43 rescue
CC1CCCC(C)N1C(=O)Nc1cccc(Cl)c1 (stereo unspecified)
 : 1% | -9% | 1 | -2% | 26 | -4% | 6% | 0%
CCOC(=O)c1sc(NS(=O)(=O)c2ccccc2Cl)nc1C
 : -2% | 8% | -7 | 6% | -70* | 4% | 6%[57.1 µM] | -14%
CCc1ccc(NC(=O)C2CCN(c3ncnc4c3nc3n4CCCCC3)CC2)cc1
 : 6% | -5% | 2 | -13% | 8 | -23% | 3% | 2%
Cc1ccc(NC(=S)N=Nc2c(O)n(C)c3ccc(S(=O)(=O)N4CCOCC4)cc23)cc1C
 : -1% | 16% | -2 | 3% | -16 | -9% | -4% | u
COc1ccc(CN2CCc3ccc(NC(=O)c4ccncc4)cc3C2)c(F)c1
 : -6% | 0% | -4 | -3% | 10 | 10% | -1% | -15%
N#CCCN(Cc1ccccc1)C(=S)NC(=O)c1ccccc1
 : -1% | -6% | 5 | 5% | 31 | 26% | 9% | -15%
COCCNc1nc(=S)[nH]c2cc(OC)c(OC)cc12
 : -13% | -4% | 0 | 1% | 16 | 7% | -2% | -16%
Cc1cc(=O)[nH]c(SCC(=O)Nc2ccc(S(=O)(=O)N3CCCCC3)cc2)n1
 : x | -6% | 3 | -2% | -17 | 20% | -1% | 6%
COc1cc(/C=C/C(=O)NNC(=O)c2cccc(S(=O)(=O)N(C)C)c2)cc(OC)c1OC
 : -3% | -7% | -1 | 5% | 8 | 12% | 16% | -17%
Cc1ccc(C(=O)NC(=S)NCc2cccnc2)cc1C
 : -5% | 16% | 7 | 7% | 2 | -6% | 1% | 17%
Cn1c(CNc2ccc(Cl)cc2)nnc1SCCN1CCCCC1
 : 0% | 3% | -1 | 9% | 6 | 22% | 13% | -18%
O=C(CCNC(=O)c1ccc([N+](=O)[O-])cc1)NCc1ccco1
 : -1%[1.84 µM] | 6% | 3 | 1% | -7 | -2% | 3% | 18%
CCc1ccc(S(=O)(=O)c2nnn3c2nc(NCCC(C)C)c2cc(Cl)ccc23)cc1
 : x | -21% | 0 | x | x | -12% | x | 27%
CCOC(=O)C(Cc1ccccc1)NS(=O)(=O)c1ccc(NC(C)=O)cc1 (stereo unspecified)
 : 1% | 3% | 1 | 3% | -22 | 3% | -2% | 10%
CC1(NC(=O)c2cccc(S(=O)(=O)N3CCN(c4ccccc4)CC3)c2)CCS(=O)(=O)C1 (stereo unspecified)
 : 1% | 12% | 4 | 2% | u | 9% | -5% | 16%
O=c1c2cc(NC(=S)NCc3ccccn3)ccc2nc2n1CCCCC2
 : -5% | 4% | 1 | 4% | -2 | 13% | -2% | -11%
Cc1csc2nc(COC(=O)c3cccc(NC(=O)COc4ccccc4Cl)c3)cc(=O)n12
 : x | 2% | -3 | x | x | 25% | x | u
O=C(N/N=C/C=C/c1ccccc1)c1ccncc1
 : 6% | -6% | -24 | -8% | 16 | 15% | 2% | 10%
Cc1ccccc1-c1cc2nc(NCc3ccc(N(C)C)cc3)n(C)c(=O)c2s1
 : u | u | 18 | 7% | 1 | u | -13% | u
COc1ccc(/C=C/C(=O)NCc2cnn(C)c2C)cc1COc1ccc(Br)cc1
 : -4% | 24% | -25 | 10% | u | u | 9% | -6%

The list continues.
Values run as follows: aSyn rescue | Abeta rescue | D3 ag | EPAC2 ag | D3 antag | FUS yeast rescue | EPAC2 antagonist | TDP43 rescue
CC(C)Cn1c(=O)c2ccccc2c2ccccc2c1=O
 : -9% | -19% | -17 | 18% | -16 | -3% | 13% | u
CC(C)N(C(=O)Cn1cc(SCC(=O)N2CCCC2)c2ccccc21)C(C)C
 : -2% | 14% | -3 | 7% | 4 | 15% | -1% | 6%
O=C(O)CC(c1ccc(Cl)cc1)N1Cc2ccccc2C1=O (stereo unspecified)
 : 8% | -1% | -2 | -5% | 19 | -1% | 3% | -12%
CC(C)(C)c1ccc(C(=O)N2CCC(c3nc(-c4ccc(S(=O)(=O)N5CCCC5)cc4)no3)CC2)cc1
 : x | 2% | 9 | x | x | 12% | x | 16%
CCOC(=O)c1sc(=NC(=O)c2cccs2)n(C)c1C
 : -6% | 10% | 4 | 5% | -1 | 11% | -1% | -13%
O=C(Nc1c(F)cccc1F)C1CCN(C(=O)c2cccs2)CC1
 : -6% | 0% | 1 | 8% | -2 | 16% | 3% | -18%
CSc1nc(C)cc(SC(C(C)=O)C(=O)Nc2ccccc2)n1 (stereo unspecified)
 : 5% | -24% | 3 | 3% | -20 | 39% | -8% | 4%
O=C(CN1C(=O)CCc2cc(S(=O)(=O)N3CCOCC3)ccc21)NCc1ccccc1Cl
 : x | -3% | -4 | x | x | 21% | x | 20%
COC(=O)C1=C(CSc2nncn2C)NC(=O)NC1c1ccc(F)cc1 (stereo unspecified)
 : -4% | 5% | -15 | 3% | 7 | 5% | -4% | -12%
CCCOc1ccc(C2C(=O)N(C3CCCCCC3)CC(=O)N2C(C)C)cc1OC (stereo unspecified)
 : x | -34% | -5 | x | x | 2% | x | -5%
Cn1c(=O)c2c(nc(CN3CCN(c4ccccc4)CC3)n2CCN2CCOCC2)n(C)c1=O
 : -5% | 1% | -19 | 5% | u | 54% | -7% | -37%[inhibitor]
O=C(Nc1cc(N2CCOCC2)ncn1)Nc1cccc2ccccc12
 : 0% | -4% | -2 | -4% | 33 | -1% | -2% | -18%
COc1ccccc1C(=O)n1nc(-c2ccc(Cl)cc2)nc1N
 : u | -2% | -2 | 8% | 3 | 21% | 2% | -14%
CC(C)C(C)NC(=O)CSc1nc2scc(-c3ccco3)c2c(=O)n1-c1ccccc1 (stereo unspecified)
 : -5% | -5% | 0 | -8% | 2 | u | 1% | 5%
O=C(CSc1nccn1Cc1ccccc1)Nc1ccc2c(c1)OCO2
 : x | 9% | -7 | x | x | 13% | x | u
CC(=O)c1sc(-c2ccc(F)cc2F)nc1C
 : 12% | -5% | -9 | 3% | 29 | -8% | 5% | 14%
Cc1sc2ncn(CC(=O)N(C)c3ccc(C(C)C)cc3)c(=O)c2c1S(=O)(=O)N1CCC(C)CC1
 : x | -7% | -5 | x | x | 19% | x | -5%
CCc1nnc(NC(=O)C2CCCN2S(=O)(=O)c2ccc(C)cc2)s1 (stereo unspecified)
 : 2% | 3% | 0 | -11% | -5 | 18% | -5% | 1%
COc1cccc(C(=O)Oc2c(Sc3ccc(C)cc3)c(C)nn2C(C)(C)C)c1OC
 : x | -22% | -11 | x | x | 42% | x | -10%
O=C(N[C@H]1c2ccccc2C[C@H]1O)[C@H]1O[C@@H](n2ccc(=O)[nH]c2=O)[C@H](O)[C@@H]1O
 : 0% | 2% | 5 | 3% | 10 | -26% | -22% | u

Laid out differently: results already given.
Molecule	aSyn rescue	Abeta rescue	D3 ag	EPAC2 ag	D3 antag	FUS yeast rescue	EPAC2 antagonist	TDP43 rescue
Cn1c(=O)c2c(nc(CN3CCN(c4ccccc4)CC3)n2CCN2CCOCC2)n(C)c1=O	-5%	1%	-19	5%	u	54%	-7%	-37%[inhibitor]
O=C(Nc1cc(N2CCOCC2)ncn1)Nc1cccc2ccccc12	0%	-4%	-2	-4%	33	-1%	-2%	-18%
COc1ccccc1C(=O)n1nc(-c2ccc(Cl)cc2)nc1N	u	-2%	-2	8%	3	21%	2%	-14%
CC(C)C(C)NC(=O)CSc1nc2scc(-c3ccco3)c2c(=O)n1-c1ccccc1 (stereo unspecified)	-5%	-5%	0	-8%	2	u	1%	5%
O=C(CSc1nccn1Cc1ccccc1)Nc1ccc2c(c1)OCO2	x	9%	-7	x	x	13%	x	u
CC(=O)c1sc(-c2ccc(F)cc2F)nc1C	12%	-5%	-9	3%	29	-8%	5%	14%
Cc1sc2ncn(CC(=O)N(C)c3ccc(C(C)C)cc3)c(=O)c2c1S(=O)(=O)N1CCC(C)CC1	x	-7%	-5	x	x	19%	x	-5%
CCc1nnc(NC(=O)C2CCCN2S(=O)(=O)c2ccc(C)cc2)s1 (stereo unspecified)	2%	3%	0	-11%	-5	18%	-5%	1%
COc1cccc(C(=O)Oc2c(Sc3ccc(C)cc3)c(C)nn2C(C)(C)C)c1OC	x	-22%	-11	x	x	42%	x	-10%
O=C(N[C@H]1c2ccccc2C[C@H]1O)[C@H]1O[C@@H](n2ccc(=O)[nH]c2=O)[C@H](O)[C@@H]1O	0%	2%	5	3%	10	-26%	-22%	u

Later entries:
Values run as follows: aSyn rescue | Abeta rescue | D3 ag | EPAC2 ag | D3 antag | FUS yeast rescue | EPAC2 antagonist | TDP43 rescue
CNC(=S)N(CCc1c(C)[nH]c2ccccc12)Cc1cc(OC)c(OC)c(OC)c1
 : -1% | 4% | 1 | 18% | -13 | 11% | -13% | 16%
Cc1ccc(NC(=O)c2ccc(C)cc2)cc1
 : 2% | 7% | 11 | 5% | 9 | -26% | -8% | 0%
CC1Cc2cc(/C(O)=C3/C(=O)C(=O)N(CC4CCCO4)C3c3ccco3)ccc2O1 (stereo unspecified)
 : 1% | 19% | 4 | -5% | 4 | 12% | -3% | 10%
CN(C)c1ccc(-c2ccc3oc(-c4ccsc4)cc(=O)c3c2)cn1
 : -6% | -10% | 5 | 4% | -10 | 2% | 7% | 14%
S=c1[nH]nc(COc2ccccc2)n1/N=C/c1cccc(Cl)c1Cl
 : 10% | 18% | 1 | 6% | -3 | -15% | -6% | u
COc1ccc(CCN(C)C(=O)c2ccc(C)c(S(=O)(=O)N3CCCCC3)c2)cc1OC
 : -2% | -13% | -1 | 0% | 5 | 13% | 13% | -9%
Cc1ccc2c(c1)NC(=O)C(CC(=O)Nc1ccccc1Cl)O2 (stereo unspecified)
 : x | -15% | -6 | x | x | -1% | x | 27%
O=C(O)C(Cc1cc2ccccc2[nH]1)N1C(=O)C2CC=C(Cl)CC2C1=O (stereo unspecified)
 : 1% | -5% | 2 | 9% | 12 | 15% | 18% | 10%
COC(=O)c1ccc(C2/C(=C(\O)c3cccc(OC)c3)C(=O)C(=O)N2CCCN(C)C)cc1 (stereo unspecified)
 : -1% | 7% | -4 | -8% | -6 | x | 6% | 16%
CCCCC(=O)N/C(N)=N/c1nc2ccccc2o1
 : -12% | 7% | 2 | 3% | 2 | -1% | 7% | -10%[1.82 µM]
